GPR7 antag: blocks human GPR7 receptor signaling | AID 1861 | inhibition, % at 4.4 µM | 1.1% of 290,000 active | GPR7-expressing cells, fluorescence antagonist assay; in the data active = inhibition above about 16%, passing the limit was not always enough;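 note: cells stimulated with the agonist NPW; 0% = agonist with vehicle and 100% = vehicle without agonist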
Target sequence (P48145 whole entry, looked up): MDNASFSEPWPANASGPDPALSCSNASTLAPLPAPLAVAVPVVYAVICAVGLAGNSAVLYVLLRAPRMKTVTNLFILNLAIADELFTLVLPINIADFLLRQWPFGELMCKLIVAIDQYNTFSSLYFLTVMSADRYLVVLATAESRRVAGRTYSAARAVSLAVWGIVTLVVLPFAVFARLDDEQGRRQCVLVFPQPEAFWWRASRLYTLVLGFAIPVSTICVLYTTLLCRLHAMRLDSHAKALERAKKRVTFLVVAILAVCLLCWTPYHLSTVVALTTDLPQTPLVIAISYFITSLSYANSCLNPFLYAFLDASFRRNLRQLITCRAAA
OXTR ag: agonists of human oxytocin receptor; P30559; CHO-OTR cells, Fluo-8 calcium fluorescence; normalized: DMSO 0%, oxytocin 100%; activation, % at 3 µM; 0.32% of 320,000 active; AID 2435;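 active = activation above the mean of all tested compounds plus 3 SD, cutoff set per screening run, cut at about 20% in these data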;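 note: peak over basal fluorescence ratio from a 100 s FLIPR kinetic read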
Target sequence (P30559 whole entry, looked up): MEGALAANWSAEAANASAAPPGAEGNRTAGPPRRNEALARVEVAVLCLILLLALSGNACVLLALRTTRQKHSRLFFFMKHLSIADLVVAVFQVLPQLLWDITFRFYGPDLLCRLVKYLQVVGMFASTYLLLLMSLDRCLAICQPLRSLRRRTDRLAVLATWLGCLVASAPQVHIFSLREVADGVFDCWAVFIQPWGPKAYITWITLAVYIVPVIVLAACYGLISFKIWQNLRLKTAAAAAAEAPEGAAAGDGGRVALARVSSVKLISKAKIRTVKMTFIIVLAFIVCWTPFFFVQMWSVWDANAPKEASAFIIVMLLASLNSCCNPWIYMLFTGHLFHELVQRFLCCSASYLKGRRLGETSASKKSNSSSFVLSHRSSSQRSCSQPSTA
NALP1 inh: inhibitors of NALP1 inflammasome in yeast; S. cerevisiae NALP1/ASC/caspase-1 growth, X-gal OD620, 72 h; inhibition, % at 10 µM; 0.61% of 280,000 active; AID 2071; in the data active = inhibition mostly above about 24%, no sharp cut-off; inactive = mostly below about 32%; note: some compounds called inactive have numbers as strong as hits
FID counter: counter-screen for HCV NS3 helicase inhibitors: DNA intercalator displacement; DNA fluorescent intercalator displacement, fluorescence; inhibition, % at 7.9 µM; 0.17% of 290,000 active; AID 1845; in the data active = inhibition above about 37%;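 note: 0% = vehicle and 100% = reference compound; higher means more ethidium bromide displaced from hairpin DNA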
MEKK2 WT-MEK5: raises or lowers MEK5 binding to wildtype human MEKK2 PB1 domain; 1.1% of 290,000 active; binding response (% of control), % at 10 µM; Q9Y2U5; AID 1531; bead flow cytometry, Alexa488-MEK5 binding to MEKK2 WT; actives lie on both sides; in the data active = binding response below about 67% or above about 130%
PHOSPHO1 inh: inhibitors of human PHOSPHO1 phosphatase. Q8TCT1. recombinant PHOSPHO1, absorbance phosphatase assay. inhibition, % at 13.3 µM. 1.1% of 290,000 active. AID 1565; in the data active = inhibition above about 60%
Target sequence (Q8TCT1 whole entry, looked up): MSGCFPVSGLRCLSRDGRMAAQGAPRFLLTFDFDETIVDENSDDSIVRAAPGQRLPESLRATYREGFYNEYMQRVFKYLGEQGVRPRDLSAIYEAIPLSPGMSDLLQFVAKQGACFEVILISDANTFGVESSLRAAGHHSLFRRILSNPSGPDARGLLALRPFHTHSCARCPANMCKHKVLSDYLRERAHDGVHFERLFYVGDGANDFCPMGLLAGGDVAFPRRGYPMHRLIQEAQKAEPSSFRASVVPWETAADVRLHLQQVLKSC
MEKK2mut PB1 HTS: signal of MEK5 binding to mutant human MEKK2 PB1 domain | bead flow cytometry, Alexa488-MEK5 binding to MEKK2 mutant | percent response, % at 10 µM | 0.35% of 290,000 active; in the data active = percent response above about 24%, passing the limit was not always enough; note: inactives centre near 1; some results filed as inactive read as strong as hits; reference of the scale not given here
M18AAP inhibitor: PfM18AAP enzyme inhibition. recombinant PfM18AAP, H-Glu-NHMec fluorogenic cleavage. inhibition, % at 7.35 µM. 1.2% of 290,000 active. AID 1822;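 active = inhibition above the campaign mean inhibition over all tested compounds plus 3 SD, cut at about 28% in these data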;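 note: 0% = plate median of test compound wells and 100% = 2 mM ZnCl2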
MEKK3 PB1 HTS: MEKK3-MEK5 PB1 interaction, increase or decrease; 1.4% of 290,000 active; binding response (% of control), % at 10 µM; Q99759; bead-based flow cytometry, Alexa488-MEK5 binding to MEKK3; actives lie on both sides; 0 = blocked by unlabeled MEK5, 100 = vehicle;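 active = binding response more than 3 SD above or below the average of its plate-row segment, actives on both sides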;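 note: Alexa488 bead fluorescence after subtracting the streptavidin-only scavenger bead signal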
* = called active by the depositor; nt = no result given.

SMILES	GPR7 antag	OXTR ag	NALP1 inh	FID counter	MEKK2 WT-MEK5	PHOSPHO1 inh	MEKK2mut PB1 HTS	M18AAP inhibitor	MEKK3 PB1 HTS
COc1ccc(/C=C2\SC(N)=NC2=O)cc1Cl	2	-0.7	9	-5	95	7	-3	-6	92
Cc1ccccc1S(=O)(=O)Cc1ccc(C(=O)NCCN2CCN(Cc3ccccc3)CC2)o1	-12	0.0	-7	4	nt	-17	nt	0	nt
Cc1cccc(N2CCN(C(=O)C(NS(=O)(=O)c3cccs3)c3ccccc3)CC2)c1C (stereo not given)	-3	0.3	25	-20	100	-15	5	6	109
O=C(NCc1n[nH]c(=S)n1-c1ccc(Cl)c(Cl)c1)c1ccc(S(=O)(=O)N2CCCCC2)cc1	5	-0.2	-14	-39	98	-128	4	10	102
O=C(Nc1cccc(S(=O)(=O)N2CCOCC2)c1)c1ccccn1	3	-0.5	nt	-9	102	-6	2	-4	100
O=C(COc1cccnc1[N+](=O)[O-])Nc1ccc(N2CCOCC2)cc1	-9	0.7	20	-3	107	17	5	-3	104
O=C(N/N=C/c1ccccc1[N+](=O)[O-])c1ccncc1	14	-0.4	5	0	101	20	0	4	101
Cc1ccc(-n2c(=O)cc(N3CC(C)CC(C)C3)[nH]c2=O)cc1 (stereo not given)	-14	0.2	4	-1	104	10	8	2	104
COc1cccc(N(C(=O)c2snc(C(N)=O)c2N)C(C(=O)NCC2CCCO2)c2ccc(F)cc2)c1 (stereo not given)	-4	1.5	20	-36	101	26	1	5	101
COc1ccc(S(=O)(=O)NCc2ccc(C(=O)O)cc2)cc1	-10	0.2	-89	1	104	-35	5	-1	109
COC(=O)c1cc2c(s1)-c1ccccc1OC2	nt	-3.0	-2	nt	102	-15	0	nt	102
Cc1nn(-c2ccc(Br)cc2)c(=O)c2ccccc12	-20	-2.2	5	-12	100	nt	3	10	101
COc1ccc(/C=C(\C#N)c2cc(OC)c(OC)cc2[N+](=O)[O-])cc1	-12	0.2	nt	-4	104	15	1	5	111
CC(C)(Cc1ccc(O)cc1)NC(=O)CC(=O)N=Nc1c(O)[nH]c2cc(Br)ccc12	-2	-0.5	9	-29	92	16	-4	7	103
CC(=O)c1ccc(N2CCN(C(=O)CCS(=O)(=O)c3ccc4c(c3)NC(=O)CS4)CC2)cc1	-10	0.8	-11	-45	99	59	2	-1	99
CCn1c(SCC(=O)C(C)(C)C)nnc1-c1ccccn1	-3	0.6	10	-20	93	6	0	1	95
CCC(CC)NC(=O)COC(=O)CCC(=O)c1cccs1	-10	0.9	27	-4	104	9	11	0	97
CC(=O)N1c2ccc(S(=O)(=O)N(C)C3CCCCC3)cc2CC1C (stereo not given)	-4	-0.7	0	-31	100	29	3	-6	99
CCC(C)OC(=O)n1ccc(C(=O)Nc2nccs2)n1 (stereo not given)	2	-0.7	-9	0	101	3	0	4	100
Cc1cc(-c2n[nH]c(=S)n2-c2ccccc2C)cs1	-2	-1.3	-1	-13	94	-26	-3	24	95
O=C(NC1CCCCCC1)c1cc2n(n1)C(C(F)(F)F)CC(c1ccco1)N2 (stereo not given)	-2	2.2	-1	-6	101	13	2	-4	104
CN=C1CC(C)(C)CC(=O)/C1=C(/O)CCC(=O)NC	-6	-0.7	8	10	100	-29	3	-1	102
O=c1sc(Nc2ccccc2)nc2ccsc12	-9	-1.3	70*	0	95	16	0	-10	100
OCCSc1nc(-c2cccnc2)nc2ccccc12	-4	-0.2	0	-13	104	20	6	4	101
CC(C)(C)CC(=O)Nc1nnc(SCC(=O)N2CCCCC2)s1	1	3.4	13	-28	101	10	-1	-16	103

3 compounds from above, ordered by their value in GPR7 antag, falling.
mol,GPR7 antag,NALP1 inh,MEKK2 WT-MEK5,PHOSPHO1 inh,MEKK2mut PB1 HTS,M18AAP inhibitor,MEKK3 PB1 HTS
O=C(Nc1cccc(S(=O)(=O)N2CCOCC2)c1)c1ccccn1,3,nt,102,-6,2,-4,100
CC(C)(C)CC(=O)Nc1nnc(SCC(=O)N2CCCCC2)s1,1,13,101,10,-1,-16,103
Cc1cccc(N2CCN(C(=O)C(NS(=O)(=O)c3cccs3)c3ccccc3)CC2)c1C (stereo not given),-3,25,100,-15,5,6,109

The listing picks up with the two entries that preceded the break.
SMILES	GPR7 antag	OXTR ag	NALP1 inh	FID counter	MEKK2 WT-MEK5	PHOSPHO1 inh	MEKK2mut PB1 HTS	M18AAP inhibitor	MEKK3 PB1 HTS
OCCSc1nc(-c2cccnc2)nc2ccccc12	-4	-0.2	0	-13	104	20	6	4	101
CC(C)(C)CC(=O)Nc1nnc(SCC(=O)N2CCCCC2)s1	1	3.4	13	-28	101	10	-1	-16	103
Cc1cc(NC(=O)CSc2nc(C(C)(C)C)nc3ccccc23)no1	-5	-2.4	2	3	98	43	2	-1	98
Cc1ccccc1OCCCn1c(=O)sc2ccccc21	2	-1.0	15	-10	111	15	6	-2	112
COc1cc(/C=C2/C(=O)NN(c3cccc(Cl)c3)C2=O)cc(Br)c1O	-4	-0.7	3	6	98	-13	-1	32*	100
CCCn1c(SCC(=O)Nc2ccccc2OC)nnc1-c1ccco1	4	0.6	-4	-33	102	24	7	2	100
N#C/C(C(=O)N1CCOCC1)=C1/SC(Cc2ccc(F)cc2)C(=O)N1c1ccccc1 (stereo not given)	-8	1.0	20	-17	83	0	-4	-17	79
CCCCN1CC[C@H]2C=CC[C@@H](C(=O)Nc3ccc(Cl)cc3Cl)[C@H]2C1=O	nt	-2.4	nt	nt	106	nt	4	nt	103
CC(=O)CCc1ccc(OCC(O)CNCCOc2ccc(C)cc2)cc1 (stereo not given)	-2	6.6	8	5	105	43	0	-2	101
O=C(Nc1ncc(Br)s1)C1CCCN1S(=O)(=O)c1cccc2cccnc12 (stereo not given)	-2	-0.6	14	8	116	-1	6	2	110
Cc1cccc(OCC(=O)N2CCN(C(=O)Cc3ccccc3)CC2)c1	-10	-0.1	0	-26	106	17	8	4	103
CC(C)(C)n1nc2c(c1NC(=O)COc1ccc3ccccc3c1)CS(=O)(=O)C2	-7	-0.5	7	-23	106	13	14	-1	106
COc1cccc(-n2nnc3c(=O)n(CC(=O)NC4CCCC4)cnc32)c1	-4	-0.2	15	2	106	6	5	-6	103
Cc1ccc(N(CC(=O)NCc2ccc3c(c2)OCO3)C(=O)CCC(=O)Nc2ccccn2)cc1	-2	-0.6	8	-29	95	9	-5	-2	101
c1ccc2sc(NC3=NCN(Cc4ccc5c(c4)OCO5)CN3)nc2c1	-6	2.8	-9	-4	101	-17	-6	3	97
COc1ccc(CCC(=O)N2CCc3ccccc32)cc1	-8	-2.1	-3	-9	106	-20	3	-4	106
CCc1ccc(N=c2c([N+](=O)[O-])nn(-c3ccccc3)n2O)cc1	-4	-1.8	12	1	100	-11	4	-2	102
COc1ccc(C(c2sc3nc(C)nn3c2O)N2CCN(Cc3ccccc3)CC2)cc1OC (stereo not given)	-4	-0.8	nt	-20	112	1	10	2	104
COc1ccc(C2C(C#N)=C(N)N(N(C)C)C3=C2C(=O)CC(C)(C)C3)cc1 (stereo not given)	-14	-1.1	20	-18	108	42	15	2	111
O=C(Nc1ccc(S(=O)(=O)N2CCCCC2)cc1)c1cnccn1	-3	2.2	-17	-5	99	-1	0	1	97
CCc1cccc2c(=O)c(C(=O)NCCN3CCOCC3)c[nH]c12	-9	1.7	18	2	102	4	0	3	104
O=C(C1CC(=O)N(c2ccc(F)cc2)C1)N1CCCCCC1 (stereo not given)	-11	0.2	2	-5	109	16	6	-3	109
C/C(=N\OC(=O)c1ccccc1)c1c(C)nc2cc(C)ccn12	-13	-0.2	-2	-2	98	25	0	0	98
COc1ccc(C(=O)CC(Nc2ccc([N+](=O)[O-])cc2)c2ccc(Cl)cc2)cc1 (stereo not given)	-1	0.2	15	9	128	-3	15	5	110
COc1cc2c(cc1NC(=O)CSc1nc3cc(Cl)ccc3s1)oc1ccccc12	-14	-0.6	11	1	95	2	-2	6	94
O=[N+]([O-])c1ccc(S(=O)(=O)Nc2nnc(C3CCCCC3)s2)cc1	-4	0.9	16	-19	99	-104	-6	-4	100
CCN=c1scc(C)n1/N=C/c1ccsc1	-14	-1.2	14	-5	107	45	5	5	103
SMILES	GPR7 antag	OXTR ag	NALP1 inh	FID counter	MEKK2 WT-MEK5	PHOSPHO1 inh	MEKK2mut PB1 HTS	M18AAP inhibitor	MEKK3 PB1 HTS
COc1ccc(-c2[nH]ncc2/C=N/NC(=O)c2cc(Br)ccc2O)c(OC)c1	-4	2.6	20	-22	105	-2	-1	-1	116
S=C(Nc1cc(Cl)ccc1Cl)Nn1cnnc1	-14	0.3	nt	1	105	13	6	81*	103
CC1CCCCN1S(=O)(=O)c1ccc(C(=O)Nc2nnc(C3CC3)o2)cc1 (stereo not given)	-3	-0.6	-2	-58	105	53	8	4	102
O=C(C[n+]1cc2ccccc2c2ccccc21)c1ccccc1	3	-0.8	-24	5	106	6	1	-2	103
Cc1ccc(-c2nnc(N3CCN(CCO)CC3)c3ccccc23)cc1	10	7.4	12	-5	100	2	-2	0	97
COc1ccccc1N1CCN(C(=O)/C=C/c2cccs2)CC1	6	-1.5	28	-24	103	-32	1	1	98
Cc1ccc2nc(-c3ccccn3)cc(C(=O)Nc3ccc4c(c3)OCO4)c2c1	-8	-1.8	3	-2	101	34	0	3	103
COc1cccc(-c2ccc(NC(=O)C3CCCN(Cc4cnn(C(C)C)c4)C3)cc2)c1 (stereo not given)	20*	19	9	36	147*	36	16	2	107
CC(C)n1c(SCC(=O)Nc2nncs2)nnc1C1CC1	-5	0.7	16	-5	103	24	6	-6	99
CCOC(=O)N1C2C=C(C)[C@@H]2[C@@H]2CC(=O)N21 (stereo not given in full)	0	1.0	30	-2	104	9	1	-1	105
CNc1nnc(-c2ccco2)s1	-5	0.4	6	-3	99	7	3	-7	101
CCOC(=O)c1c(C)[nH]c(C(=O)Cn2nnc(-c3ccccc3)n2)c1C	6	2.7	13	-5	99	25	-3	-3	98
CCOc1ccc(Br)cc1C1=NN(C(C)=O)C(c2ccc([N+](=O)[O-])s2)O1 (stereo not given)	-13	nt	8	2	96	32	-1	8	100

An excerpt from above in order of heavy-atom count, falling.
SMILES	GPR7 antag	OXTR ag	NALP1 inh	FID counter	MEKK2 WT-MEK5	PHOSPHO1 inh	MEKK2mut PB1 HTS	M18AAP inhibitor	MEKK3 PB1 HTS
Cc1ccc2nc(-c3ccccn3)cc(C(=O)Nc3ccc4c(c3)OCO4)c2c1	-8	-1.8	3	-2	101	34	0	3	103
COc1ccc(-c2[nH]ncc2/C=N/NC(=O)c2cc(Br)ccc2O)c(OC)c1	-4	2.6	20	-22	105	-2	-1	-1	116
CCOC(=O)c1c(C)[nH]c(C(=O)Cn2nnc(-c3ccccc3)n2)c1C	6	2.7	13	-5	99	25	-3	-3	98
